# BRCA1 expr up: increases BRCA1 expression; AID 624202; MCF7-BRCA1-FFLuc reporter, luminescence, 48 h; response scale: scaled: vehicle 0%, 10 µM genistein 100%; Potency, µM (highest dose often 46.1 µM), inactives show top-dose activation, hits mostly activators; hit rate 1.1% among 380,000; active means well fitted activation curve with a large enough effect; inconclusive means small, poorly fitted or top-dose-only effect; inactive means no such curve, though single readings can be large or run the other way; further: nearly all actives have a fitted effect of over 80% in size; some results filed as inactive show a strong effect at the top dose
#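 Quantitative HTS in MCF7 cells stably reporting BRCA1 expression via firefly luciferase. Compound treatment lasts 48 h at 37 °C in phenol-red free MEM. Activation is expressed relative to genistein at 10 microM and DMSO.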
# Starred values were filed as active, the others as inactive; ? = inconclusive. Potency means the concentration at half of the fitted maximal effect. Not all compounds are listed (hit frequency here may not be typical).
BRCA1 expr up | Compound
-59% | CC(CC(=O)Nc1ccc2c(c1)c(=O)n(C)n2-c1ccc2ccccc2c1)C(F)(F)F (configuration not stated)
-32% | O=C(c1ccc2c(c1)N(Cc1ccc(Cl)cc1)C(=O)c1ccccc1S2=O)N1CCN(c2ccccc2F)CC1 (configuration not stated)
0% | O=Cc1ccc(N2CCN(S(=O)(=O)c3ccc4c(c3)CC(=O)N4)CC2)cc1
-2% | CCOC(=O)N(C)c1c(CC)nc2c(OCc3ccc(C(F)(F)F)cc3)cccn12
13% | CC1CC(=O)N(CC(=O)Nc2ccc(F)cc2F)c2ccccc2S1 (configuration not stated)
0% | Cc1cc(NC(=O)c2cccs2)cc(-c2nc3cc(Cl)ccc3o2)c1O
7% | CCn1cc(C(=O)OCC(=O)Nc2cc(OC)cc(OC)c2)c(=O)c2ccc(C)nc21
15% | CC(=O)Nc1ccc(C2=NOC(C)(C)C(=O)N2Cc2cccc(C#N)c2)cc1
-24% | CC1=C(C(=O)N2CCCCCC2)CC(CC(=O)NCCCCc2ccccc2)C(=O)N1Cc1ccccc1 (configuration not stated)
-10% | O=S1(=O)CC(N2CCN(Cc3ccccc3F)CC2)CN1Cc1cn(Cc2cccc(C(F)(F)F)c2)nn1 (configuration not stated)
-5% | CCCNC(=O)C1(C)CCN(C(=O)c2ccccc2OC)C1 (configuration not stated)
28% | Cc1ccc(F)c(S(=O)(=O)NC(=O)C2(C)CCN2C(=O)Cc2cccs2)c1 (configuration not stated)
-8% | O=C(NCc1ccccc1)c1cc(C2CCCCN2C(=O)CCCc2ccccc2)on1 (configuration not stated)
2% | Cc1ccsc1C(=O)N1CCC1(C)C(=O)NS(=O)(=O)c1cccc(F)c1 (configuration not stated)
12% | C[C@@H](NC(=O)CN(c1ccccc1)S(=O)(=O)N(C)C)c1ccccc1
7% | N#Cc1nc(-c2ccc(OCc3ccccc3Cl)cc2)oc1N1CCC(C(N)=O)CC1
5% | Cc1cccc(N2CCN(C(=O)CN3C(=O)CSc4c3c(C)nn4-c3ccccc3)CC2)c1C
-32% | O=C(Nc1c(Cl)cc([N+](=O)[O-])cc1Cl)c1cc(Cl)ccc1O
0% | Cn1c(=O)c2cc(NC(=S)NCc3ccccc3F)ccc2n1Cc1cccc(C(F)(F)F)c1
-19% | OC(CBr)C[n+]1cccc2cc(Br)ccc21 (configuration not stated)
-13% | COc1cc(C(O)c2nc(/C=C/c3ccccc3)cs2)ccc1F (configuration not stated)
-5% | CC1=C(C(=O)Nc2ccc(Cl)cc2)C(C(C)C)n2nc(SCc3ccc(Cl)cc3)nc2N1 (configuration not stated)
-4% | Cn1cc(-c2csc(C(O)c3ccc(F)cc3)n2)cn1 (configuration not stated)
-21% | CCc1nc2c(OCc3ccc(Cl)cc3Cl)cccn2c1N(C)C(=O)CC(C)C
8% | O=C(NCc1ccccn1)[C@@H]1CCCN1C(=O)[C@@H]1CCCN1
6% | Cc1cc(C(=O)N2CCC2(C)C(=O)Nc2cccc3ccccc23)nn1C (configuration not stated)
24% | O=C(Nc1nnc([C@H]2C[C@H](O)[C@@H](CO)O2)s1)Nc1ccccc1C(F)(F)F
-31% | COc1ccc(-c2cnc3c(NC(C)=O)cc(-c4ccc(C(=O)N5CCOCC5)cc4)cn23)cc1OC
-16% | FC(F)(F)c1cccc(-c2cc3nc(NC4CCCCC4)ccn3n2)c1
19% | CCc1ccc2cc(C)cnc2n1
3% | C[C@H]1COc2cccc(N3CCN(Cc4ccccc4F)CC3)c2S(=O)(=O)N1
-9% | CCOC1=C2[C@H](c3ccccc3)N(S(=O)(=O)c3ccc(C)cc3)C(C(C)(C)C)[C@H]2n2c(=O)n(-c3ccccc3)c(=O)n2C1 (some centres not stated)
14% | COc1ccc(CCNC(=O)CCS(=O)(=O)c2cc3c(cc2Cl)NC(=O)CO3)cc1OC
34% | O=[N+]([O-])c1ccc(-c2cc3ccccc3[nH]2)cc1
-16% | O=C(c1ccccn1)N(Cc1ccco1)C1(C(=O)Nc2ccc(Br)cc2)CCCCC1
-4% | OCc1cnc(SCc2cccc(F)c2)n1Cc1ccc(F)cc1
11% | CONC(=O)c1ccc(-c2cccc3nccn23)cc1
-22% | CC(=O)NC1=CC(=O)c2nonc2C1=O
-14% | OC[C@@H]1CN(Cc2cccs2)C[C@H](n2cnc3c(Nc4ccccc4)ncnc32)O1
? | COc1ccc(C2Nc3ccccc3C(=O)N2c2ccc(Cl)cc2)cc1COc1ccc(NC(C)=O)cc1 (configuration not stated)
-65% | CC1(Cc2cccc(C(F)(F)F)c2)C(=O)Nc2ccc(-c3ccc(F)c(Cl)c3)cc21 (configuration not stated)
12% | Cc1cc(C)cc(Nc2ncnc3sc4c(c23)CCCC4)c1
-2% | OC(c1cc(F)cc(Cl)c1)c1ncc(-c2ccc(Cl)cc2)[nH]1 (configuration not stated)
6% | COc1ccc(N2CCN(c3cc(C(=O)NC4CCCCC4)ncn3)CC2)cc1OC
12% | C1=Cc2ccccc2/C1=C\c1cccc(/C=C2\C=Cc3ccccc32)c1
-17% | Cc1ccc(NC(=O)CCc2c(C)nc3cc(-c4ccccc4)nn3c2C)cc1F
-56% | COc1ccc(NC(=O)C2Cc3c(-c4ccc5c(c4)OCO5)ccnc3O2)cc1OC (configuration not stated)
10% | CCN(CC)c1ccc(NC(=O)CSc2nc(-c3cccs3)cc(C(F)(F)F)n2)cc1
-10% | CCn1c(=O)n(-c2cccc(Cl)c2)c(=O)c2sc3ccccc3c21
0% | COc1cc(NC(=O)CSc2ncc3c(n2)-c2ccc(Cl)cc2N(Cc2ccccc2)S3(=O)=O)cc(OC)c1
-38% | CCSc1nn(CC(=O)Nc2cccc(CC)c2)c(N)c1S(=O)(=O)c1ccccc1
-1% | CCOC(=O)C1(C)CCCCCN1C(=O)c1ccccc1F (configuration not stated)
10% | COc1ccc(-c2ccnc3c(-c4ccc(F)cc4)c(C)nn23)cc1OC
-5% | COC(=O)c1ccc2nc(C3CCCCC3)c(Cc3ccc(OC)cc3C)n2c1
-2% | COC(=O)[C@H](CC(C)C)NC(=O)/C=C/[C@H]1O[C@@H](n2cc(C)c(=O)[nH]c2=O)C[C@@H]1O
11% | COc1ccc(NC(=O)C(=O)NCCc2csc3nc(-c4ccccc4C)nn23)cc1

# More compounds.
BRCA1 expr up | Compound
-45% | CC1(Cc2ccccc2OC(F)(F)F)C(=O)Nc2ccc(S(=O)(=O)NC3CCCCC3)cc21 (configuration not stated)
-49% | COC(=O)[C@@]1(Cc2ccc(F)cc2)[C@H]2c3cc(C(=O)N4CCCC4)n(Cc4ccc(C)c(F)c4F)c3C[C@H]2CN1C(=O)c1ccccc1
4% | CC1(C(=O)NCc2ccc(C(F)(F)F)cc2)CCN1Cc1c(F)cccc1F (configuration not stated)
-10% | Cc1ccc(-c2nc(N3CCN(S(=O)(=O)c4ccc(F)cc4)CC3)c3ccc(Cl)cc3n2)cc1
-25% | CC(=O)c1cccc(-c2ccnc3c2CC(C(=O)Nc2ccc(Cl)cc2)O3)c1 (configuration not stated)
-16% | Cc1ccc(NC(=O)CN2C(=O)CCc3cc(S(=O)(=O)N4CCOCC4)ccc32)c(C)c1
4% | COCCN1C[C@@H](CO)O[C@@H](n2cnc3c(NC4CCCC4)ncnc32)C1
0% | COC(=O)[C@@]1(Cc2ccc(F)cc2)[C@H]2c3cc(C(=O)N(C)C)n(Cc4ccsc4Br)c3C[C@H]2CN1C(=O)c1ccccc1
13% | COc1ccc(CNC(=O)CCS(=O)(=O)c2cc(Br)cc3c2N(C(C)=O)C(C)C3)cc1 (configuration not stated)
6% | CCCS(=O)(=O)NC(=O)C1(C)CCCN(C(=O)c2cc(C)n(C(C)(C)C)n2)C1 (configuration not stated)
2% | COCCNC(=O)C1CCCN(C(=O)/C=C/c2ccccc2)CC1 (configuration not stated)
5% | COC(=O)[C@]1(Sc2ccc(OC)cc2)CC(=O)N[C@@H]1c1ccccc1
7% | O=C(NCc1ccccc1)c1cc(C2COCCN2C(=O)c2ccccc2)on1 (configuration not stated)
-19% | COc1ccc(C)cc1NC(=O)CSc1nc(=O)n(Cc2ccccn2)c2c1CCC2
-2% | COc1cccc(C(NC(C)=O)c2nc(-c3cccnc3)cs2)c1 (configuration not stated)
13% | CCOC1=C2[C@H]([C@H]3C(=O)N(c4ccccc4)C(=O)[C@H]3C1)[C@@H](C(C)C)N(S(=O)(=O)c1ccc(C)cc1)[C@H]2c1ccccc1
0% | CC1(C(=O)NS(=O)(=O)c2cccc(C#N)c2)CCN1C(=O)CCC1CCCC1 (configuration not stated)
10% | CC(C)c1ccc(OCc2cc(=O)n3c4c(sc3n2)CCCC4)cc1
0% | CC(=O)N1CCc2cc(CNC(=O)Nc3ccc(Br)c(C)c3)ccc21
6% | COc1ccccc1/C=C1\C=Cc2ccccc21
-14% | Cc1ccc(NC(=O)C(Cc2ccccc2)NS(=O)(=O)c2ccc3c(c2)CCC(=O)N3)cc1 (configuration not stated)
-29% | CS(=O)(=O)N1CCc2cc(C(=O)Nc3ccc(C(F)(F)F)cc3)ccc21
3% | COc1ccc(OC)c(CN2C(=O)CCC2(C)c2nnnn2-c2c(C)cccc2C)c1 (configuration not stated)
8% | O=C(CSc1nnc(-c2ccc(Cl)cc2)o1)c1ccc([N+](=O)[O-])cc1
0% | CC(C)NC(=O)c1ccc(NC(=O)N2CCCCc3ccccc32)cc1
89% | CC(=O)Nc1ccc(NC(=O)c2oc3ccc4c(c3c2C)C(=O)CC(C)(C)O4)cc1
2% | COc1ccc(NC(=O)C2CCN(S(=O)(=O)c3ccc4c(c3)CCCC(=O)N4)CC2)c(OC)c1
-1% | Cn1ccc2c(-c3ccc(F)nc3)cc3c(c21)C1CCC3C1 (configuration not stated)
0% | Cc1oc2ncn(CC(C)C)c(=O)c2c1C(=O)N1CCN(c2ccccc2F)CC1
46% | COc1ccc(S(=O)(=O)NC(=O)C2(C)CCN2C(=O)CCc2ccc(Cl)cc2Cl)cc1 (configuration not stated)
-46% | O=C(Nc1cccc(F)c1)N1CCc2nc(NCc3cccc(Oc4ccccc4)c3)ncc2C1
-20% | COc1cccc(CNc2nc3cc(-c4ccc(F)cc4)sc3c(=O)n2C)c1OC
8% | O=C(Cc1cccs1)Nc1c(C(=O)Nc2ccc(F)cc2)oc2ccccc12
52% | CC(C)C(N)c1csc(Nc2ccc(C(F)(F)F)cn2)n1 (configuration not stated)
10% | CCOc1cccc(-c2cc(NCCc3ccccn3)n3nccc3n2)c1
4% | COc1ccccc1N1CCN(Cc2cc(=O)oc3cc(C)cc(C)c23)CC1
-20% | COc1cccc(-n2c(-c3ccco3)nc3c(cnn3-c3ccccc3C)c2=O)c1
0% | Cc1ccc(S(=O)(=O)N2[C@H](c3ccc(Cl)cc3)CC(=O)[C@@H]3CN(S(=O)(=O)c4ccccc4C)[C@H](c4ccc(Cl)cc4)C[C@@H]32)cc1
4% | CC(C)CN(CC(C)C)CC(O)Cn1cc(/C=C/C(=O)c2ccccc2)c2ccccc21 (configuration not stated)
17% | COc1ccc2c(c1)CCC(=O)[C@H](O)C[C@H](c1ccccc1)OC2=O

# 6 entries out of the list above, arranged by the value under BRCA1 expr up, high to low:
BRCA1 expr up | Compound
52% | CC(C)C(N)c1csc(Nc2ccc(C(F)(F)F)cn2)n1 (configuration not stated)
17% | COc1ccc2c(c1)CCC(=O)[C@H](O)C[C@H](c1ccccc1)OC2=O
10% | CCOc1cccc(-c2cc(NCCc3ccccn3)n3nccc3n2)c1
8% | O=C(Cc1cccs1)Nc1c(C(=O)Nc2ccc(F)cc2)oc2ccccc12
4% | CC(C)CN(CC(C)C)CC(O)Cn1cc(/C=C/C(=O)c2ccccc2)c2ccccc21 (configuration not stated)
-20% | COc1cccc(-n2c(-c3ccco3)nc3c(cnn3-c3ccccc3C)c2=O)c1

# (cont.)
BRCA1 expr up | Compound
0% | Cc1ccc(C)c(N2CCN(c3nc4ccccc4c4nc(CCn5nc(C)cc5C)nn34)CC2)c1
3% | O=[N+]([O-])c1ccc2c(c1)CO[C@@]21O[C@H](CCO)C[C@H](O)[C@H]1O
0% | COc1cc(OC)cc(C2=Cc3ccc(OC)cc3C(CC(C)=O)N2c2ccc(C#CCCO)cc2)c1 (configuration not stated)
0% | CCCS(=O)(=O)NC(=O)C1(C)CCN(C(=O)c2c(F)cccc2F)C1 (configuration not stated)
23% | Cc1ccc2nc(-c3ccc(C)o3)c(Nc3ccccc3)n2c1
-11% | Cc1ccc(NC(=O)C2CCN(S(=O)(=O)c3c(C)noc3C)CC2)cc1
0% | COc1cccc(CCn2c(N)cc(=O)[nH]c2=S)c1OC
0% | CCOc1ccc(C(=O)OCc2cc(=O)n3cc(C)sc3n2)cc1

# A different layout for some results above:
Molecule,BRCA1 expr up
Cc1ccc(C)c(N2CCN(c3nc4ccccc4c4nc(CCn5nc(C)cc5C)nn34)CC2)c1,0%
O=[N+]([O-])c1ccc2c(c1)CO[C@@]21O[C@H](CCO)C[C@H](O)[C@H]1O,3%
COc1cc(OC)cc(C2=Cc3ccc(OC)cc3C(CC(C)=O)N2c2ccc(C#CCCO)cc2)c1 (configuration not stated),0%
CCCS(=O)(=O)NC(=O)C1(C)CCN(C(=O)c2c(F)cccc2F)C1 (configuration not stated),0%

# Remaining list, next part
BRCA1 expr up | Compound
-47% | O=C(CCCCn1c(=O)[nH]c2ccsc2c1=O)N1CCN(c2cccc(Cl)c2)CC1
5% | Cc1ccsc1C(=O)N1CCC1(C)C(=O)NS(=O)(=O)c1ccccc1 (configuration not stated)
0% | Cc1ccc(NC(=O)COc2ccccc2C(=O)Nc2ccccc2)cc1
15% | Cc1ccc(NC(=O)Cn2c(=O)c(C(F)(F)F)nc3ccccc32)cc1C
-4% | Cc1ccc(C)c(Nc2nn3c(=O)c4ccc(C(=O)NCc5ccccc5)cc4nc3s2)c1

# Screening data: PubChem BioAssay, National Center for Advancing Translational Sciences (NCATS)
